SV40 large T antigen – TAg ATPase/helicase activity blockers – biochemical (AID 1903); SV40 large T antigen ATPase/helicase inhibition assay; higher % means a stronger effect; inhibition, % at 20 µM, or IC50 in µM where a hit was titrated; 0.39% of 310,000 active; in the data active means a potency from the dose series; further: strong numbers were not always called active
MgcRacGAP inhibition – MgcRacGAP GTPase-activating activity inhibitors, confirmation, biochemical, ADP Hunter fluorescence | AID 624330 | MgcRacGAP-stimulated Rac1 GTP hydrolysis, ADP Hunter fluorescence; higher % means a stronger effect; GST-tagged Rac1 F28L mutant substrate | inhibition, % at 30 µM, or IC50 in µM where a hit was titrated | 0.6% of 340,000 active;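 active means first-screen hits whose inhibition reached a set limit at any dose in the follow-up dose series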;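 further: fluorescence reports GDP produced by GAP-driven GTP hydrolysis; strong numbers were not always called active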
UTI89 phage lysis – protection from phage-mediated lysis, alamar blue read-out – E. coli UTI89, K1F phage, bacterial capsule biogenesis inhibitors (AID 488966). E. coli UTI89 K1F phage lysis, alamar blue, 2 h; higher % means a stronger effect. inhibition, % at 100 µM; hits with a dose series show IC50 in µM. 0.02% of 340,000 active;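 active means phage lysis inhibition, versus mean bacterial control, above a set limit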;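 further: capsule biogenesis inhibitors block K1F phage lysis so surviving cells raise fluorescence; higher fluorescence means more inhibition of phage lysis; actives were called in the ten point dose series up to 300 µM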
West Nile antiviral – West Nile virus antiviral activity, cell-based, CPE readout (AID 1621). West Nile virus-infected cells, CPE inhibition; higher % means a stronger effect. one-dose CPE inhibition, % at 10 µM; IC50 in µM for titrated hits. 0.02% of 290,000 active; in the data active means a potency from the dose series; further: strong numbers were not always called active
PhoP inhibition – PhoP-dependent GFP reporter repression – Salmonella Typhimurium, primary screen (AID 1863); S. Typhimurium PhoP-regulated promoter GFP reporter, 4 h; higher % means a stronger effect; one-dose inhibition, % at 50 µM; IC50 in µM for titrated hits; 0.16% of 300,000 active;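 active means inhibition over 29.93%, a cutoff 3 SD above the screen mean, later confirmed by dose response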;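 further: 0% = low Mg2+ inducing control and 100% = high Mg2+ repressing control; strong numbers were not always called active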
Dengue-2 NS5 capping – flavivirus cap methylation enzyme inhibition – biochemical, confirmation dose response, primary screen (AID 588689); Dengue-2 NS5 methyltransferase capping enzyme assay, biochemical; higher % means a stronger effect; inhibition, % at 25 µM; hits with a dose series show IC50 in µM; 0.3% of 340,000 active; in the data active means a potency from the dose series
RSV antiviral HEp-2 – inhibition of RSV-induced cytopathic effect – HEp-2 cells, primary 10 µM value included (AID 2391); CPE inhibition, % at 10 µM, or IC50 in µM where a hit was titrated; HEp-2 cells, RSV-induced CPE inhibition; higher % means a stronger effect; 0.13% of 310,000 active; in the data active means a potency from the dose series; further: strong numbers were not always called active
NTR1 ag – NTR1-driven beta-arrestin-GFP spot formation – imaging, U2OS cells, high content, primary screen (AID 493036) | P30989 | agonist mode | activation, % at 20 µM | 0.17% of 330,000 active;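 active means activation at or above 40% of the spot to cytoplasm intensity ratio, with at least 20 cells analyzed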;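 further: 0% = DMSO without peptide and 100% = 100 nM NTR1 peptide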
Target sequence (P30989 whole entry, looked up): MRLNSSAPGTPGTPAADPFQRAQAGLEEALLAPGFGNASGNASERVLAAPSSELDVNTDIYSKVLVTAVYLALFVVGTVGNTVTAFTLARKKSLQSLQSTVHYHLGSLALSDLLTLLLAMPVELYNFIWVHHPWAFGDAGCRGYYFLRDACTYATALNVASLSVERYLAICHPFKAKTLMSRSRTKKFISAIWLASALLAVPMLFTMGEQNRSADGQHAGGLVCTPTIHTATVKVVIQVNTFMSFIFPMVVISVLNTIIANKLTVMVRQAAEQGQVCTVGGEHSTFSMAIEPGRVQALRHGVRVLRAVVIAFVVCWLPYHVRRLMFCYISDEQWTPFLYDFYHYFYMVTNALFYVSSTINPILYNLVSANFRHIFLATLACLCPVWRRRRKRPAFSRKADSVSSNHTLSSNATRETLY
T cell modulator – T cell immune modulators affecting CD8 T cell-vesicle binding; AID 2052; 2C CD8+ T cell-vesicle binding, flow cytometry; active compounds read low; calls only at 7 µM; 0.068% of 330,000 active;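 active means response, share of CD8 T cells binding vesicles, and their 90th percentile fluorescence all below set limits, cut at about 80% in these data, passing the limit was not always enough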
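Incubation: binding step 1.5 h, 37 °C, antibody labelling 20 min, ice; system: murine 2C transgenic CD8+ T lymphocytes; technique: cytometric PE anti-B7-1 and Alexa647 anti-CD8 signals after 1% paraformaldehyde fixation; also added: QL9-charged Drosophila Ld/ICAM-1/B7-1 vesicles; control set: naked versus QL9-loaded vesicles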
T cell modulator vesicle-bound % – second read-out of T cell modulator, no call of its own (marks repeat the call); double positive events, %; measured here: CD8+ vesicle-bound cell fraction;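 binding gate set so that unloaded-vesicle control wells show 10% double positive cells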
NTR1 ag cell count 20 µM – also measured in NTR1 ag; calls as there; cell count; measured here: cell count, cytotoxicity flag
Dengue-2 NS5 capping pilot replicate – also measured in Dengue-2 NS5 capping; calls as there; inhibition, %; measured here: pilot screen replicate inhibition
An asterisk follows results filed as active; i = inactive; . = not tested or not shown; + = active, no number; [ ] = dose if it differs, or a comment.

Start of the data: the first 10 entries (preview)
SMILES	SV40 large T antigen	MgcRacGAP inhibition	UTI89 phage lysis	West Nile antiviral	PhoP inhibition	Dengue-2 NS5 capping	RSV antiviral HEp-2	NTR1 ag	NTR1 ag cell count 20 µM	T cell modulator	T cell modulator vesicle-bound %	others
N#CC(C#N)=C(N)Nc1cccc(Cl)c1	2%	4%	9.6%	0.0%	5%	2%	2.9%	0.5	55	i	43
Cc1ccc(-c2csc(Nc3ccc(S(N)(=O)=O)cc3)n2)o1	11%	7%	-0.6%	-0.1%	-4%	.	12%	0.6	50	i	46
CCOc1ccc(C(=O)Nc2nnc(C3=COCCO3)o2)cc1	-13%	10%	1.9%	1.8%	-6%	-9%	0.5%	-1.2	41	i	3
Cc1oc(-c2ccc(-c3ccccc3)cc2)nc1CN(C)C1CCOC1 (stereo not given)	16%	8%	0.3%	-1.4%	-1%	0%	19%	2.4	63	i	44
COCCCn1c(SCC(=O)NC(C)(C)C)nnc1-c1ccccc1	2%	-5%	2.9%	.	10%	-6%	-1.6%	1.4	55	i	22
COCCNC(=O)Cc1c(C)c2c(cc(C)c3c(C)coc32)oc1=O	2%	6%	0.0%	-0.9%	12%	-1%	1.8%	-0.3	57	i	56
CCN(C[C@H]1N[C@@](CC)(C(=O)OC)[C@H]2C(=O)N(C)C(=O)[C@@H]12)C(=O)Nc1ccc(C(F)(F)F)cc1	.	2%	0.3%	.	.	2%	.	2.8	44	i	9	Dengue-2 NS5 capping pilot replicate=-1.5
O=C(/C=C/c1ccccc1)NNC(=O)C1CC1	9%	5%	3.5%	1.0%	-3%	-1%	2.2%	-0.5	76	i	29
COc1ccc(S(=O)(=O)NC2CCCC2)cc1C(N)=O	12%	2%	0.5%[50 µM]	-0.3%	-4%	-2%	2.1%	0.4	54	i	9
COC(=O)C(C)N1C(=O)S/C(=C\c2ccc(-c3ccc(C(=O)O)cc3C)o2)C1=O (stereo not given)	9%	4%	-0.2%	0.2%	-1%	0%	2.9%	0.2	95	i	10

The listing, previewed entries included:
SMILES	SV40 large T antigen	MgcRacGAP inhibition	UTI89 phage lysis	West Nile antiviral	PhoP inhibition	Dengue-2 NS5 capping	RSV antiviral HEp-2	NTR1 ag	NTR1 ag cell count 20 µM	T cell modulator	T cell modulator vesicle-bound %	others
N#CC(C#N)=C(N)Nc1cccc(Cl)c1	2%	4%	9.6%	0.0%	5%	2%	2.9%	0.5	55	i	43
Cc1ccc(-c2csc(Nc3ccc(S(N)(=O)=O)cc3)n2)o1	11%	7%	-0.6%	-0.1%	-4%	.	12%	0.6	50	i	46
CCOc1ccc(C(=O)Nc2nnc(C3=COCCO3)o2)cc1	-13%	10%	1.9%	1.8%	-6%	-9%	0.5%	-1.2	41	i	3
Cc1oc(-c2ccc(-c3ccccc3)cc2)nc1CN(C)C1CCOC1 (stereo not given)	16%	8%	0.3%	-1.4%	-1%	0%	19%	2.4	63	i	44
COCCCn1c(SCC(=O)NC(C)(C)C)nnc1-c1ccccc1	2%	-5%	2.9%	.	10%	-6%	-1.6%	1.4	55	i	22
COCCNC(=O)Cc1c(C)c2c(cc(C)c3c(C)coc32)oc1=O	2%	6%	0.0%	-0.9%	12%	-1%	1.8%	-0.3	57	i	56
CCN(C[C@H]1N[C@@](CC)(C(=O)OC)[C@H]2C(=O)N(C)C(=O)[C@@H]12)C(=O)Nc1ccc(C(F)(F)F)cc1	.	2%	0.3%	.	.	2%	.	2.8	44	i	9	Dengue-2 NS5 capping pilot replicate=-1.5
O=C(/C=C/c1ccccc1)NNC(=O)C1CC1	9%	5%	3.5%	1.0%	-3%	-1%	2.2%	-0.5	76	i	29
COc1ccc(S(=O)(=O)NC2CCCC2)cc1C(N)=O	12%	2%	0.5%[50 µM]	-0.3%	-4%	-2%	2.1%	0.4	54	i	9
COC(=O)C(C)N1C(=O)S/C(=C\c2ccc(-c3ccc(C(=O)O)cc3C)o2)C1=O (stereo not given)	9%	4%	-0.2%	0.2%	-1%	0%	2.9%	0.2	95	i	10
CCn1c(SCC(=O)NC2CC2)nnc1-c1cccc(OC)c1	23%	4%	0.1%	0.1%	0%	-4%	1.7%	2.3	53	i	14
CC(=O)N1CCOc2ccc(S(=O)(=O)N3CCC(C(=O)NCc4ccccc4)CC3)cc21	8%	10%	0.0%	-0.3%	-2%	3%	1.4%	-1.1	45	i	32
COc1ccc2nc(NC(=O)CCn3cccc3)sc2c1	3%	16%	-0.4%	0.3%	5%	2%	-1.1%	0.4	36	i	25
Cc1cccc(C)c1NC(=O)CN1C(=O)NC(C)(C2CC2)C1=O (stereo not given)	.	6%	1.2%[50 µM]	.	.	1%	.	0.0	64	i	8
Cc1cccc(C(=O)NNC(=O)c2ccccc2Br)c1	14%	7%	0.2%	-0.4%	-3%	-3%	-1.4%	-0.4	52	i	44	Dengue-2 NS5 capping pilot replicate=-3.6
COc1ccc(C(=O)NC(=S)NNC(=O)c2ccccc2C)cc1	21%	-4%	-0.5%	.	.	2%	1.4%	1.1	48	i	27
NC(=O)C1CCN(C2=C(NS(=O)(=O)c3ccc(Br)cc3)C(=O)c3ccccc3C2=O)CC1	11%	-14%	-0.6%	1.9%	6%	-2%	3.1%	1.3	59	i	5
O=[N+]([O-])c1cnn2cc(Br)cnc12	7%	4%	0.1%	0.1%	3%	5%	0.5%	-0.5	46	i	47
COc1ccc(Cn2c(=O)[nH]c3cc(OC)c(OC)cc3c2=O)cc1	8%	2%	-1.0%	0.0%	0%	-1%	.	0.3	58	i	36
COc1ccccc1CCNC(=O)c1ccc2nc[nH]c2c1	9%	-9%	0.8%[50 µM]	-0.2%	-6%	-3%	3.0%	1.1	63	i	17
CCOC(=O)C1(Cc2cccc(OC)c2)CCN(CC2CC=CCC2)CC1 (stereo not given)	-1%	-16%	-0.6%	-1.8%	-2%	-1%	-1.1%	2.0	47	i	38
Cc1ccc(OCCC(=O)OCC(=O)Nc2ccc(F)cc2)cc1	-10%	2%	-0.8%[50 µM]	.	10%	-6%	-1.3%	-0.3	64	i	36
Cc1cc(C)c(OCC(=O)Nc2nnn(C)n2)c(Br)c1	2%	9%	2.1%	0.4%	-10%	4%	3.6%	-0.9	66	i	41
COC(=O)c1ccccc1S(=O)(=O)N(Cc1cc2ccc(OC)cc2[nH]c1=O)CC1CCCO1 (stereo not given)	2%	8%	i	0.6%	-6%	-2%	2.1%	-0.3	74	i	38
Cc1ccc(S(=O)(=O)N(C)c2nc3ccccc3[nH]c2=S)cc1	27%	10%	-0.2%	-0.1%	-22%	-6%	0.6%	1.3	67	i	53
O=[N+]([O-])c1ccccc1-c1ccc(/C=N/n2cnnc2)o1	14%	9%	-0.4%	0.2%	9%	2%	20%	0.5	66	.	.
NNC(=O)c1ccc(COc2ccc(Br)cc2)o1	5%	10%	0.2%	0.5%	-8%	-7%	1.6%	1.2	94	i	25
COC(=O)CNC(=O)CN(c1ccc(OC)cc1OC)S(=O)(=O)c1ccccc1	.	5%	4.7%	.	.	-1%	2.5%	-0.1	43	i	24
CN(C1CCCCC1)S(=O)(=O)c1ccc(-c2ccccn2)s1	8%	.	.	-0.9%	-11%	.	7.3%	-0.1	47	i	16
Cc1ccc(CSCC(=O)N(C)CC(=O)Nc2ccc(Cl)c(Cl)c2)cc1	25%	1%	0.5%[50 µM]	.	-5%	1%	1.0%	1.4	41	i	37
CC1CCN(C(=O)CSCc2ccc(Cl)cc2)CC1	4%	6%	0.3%	0.8%	7%	-3%	0.4%	0.8	69	i	42
COc1ccc(NC(=O)Nc2ccc(O)c3ccccc23)cc1	28%	.	.	.	.	.	-2.7%	2.4	53	+	2.7*
CCC(=O)N=c1sc2cc(F)cc(F)c2n1C	-3%	0%	0.0%	0.1%	.	-1%	13%	6.7	56	i	36
CC(=O)c1cccc(NC(=O)NCc2ccc3c(c2)OCO3)c1	18%	5%	-0.1%[50 µM]	0.0%	-4%	-3%	1.7%	-0.2	50	i	13
CC(C)c1csc(CN2CCN(CCc3ccccc3)C(CCO)C2)n1 (stereo not given)	-1%	1%	1.8%	-0.5%	-7%	.	-0.3%	0.1	75	i	52
Cc1cccc(NC(=O)Cn2c(=O)n3nc(CCn4nc(C)cc4C)nc3c3ccccc32)c1	2%	3%	4.3%	-0.1%	13%	-9%	0.1%	1.8	64	i	40
Cc1ccc(OCC(=O)NC2CCCC(C)C2C)c([N+](=O)[O-])n1 (stereo not given)	.	7%	0.8%[50 µM]	.	.	3%	-0.6%	-1.4	50	i	29
O=C(COC(=O)c1ccc(Cl)nc1)Nc1ccc2c(c1)OCCO2	.	5%	0.8%[50 µM]	.	.	3%	0.8%	-1.3	59	i	23
CC(Oc1ccc(Cl)cc1Cl)C(=O)NCc1ccncc1 (stereo not given)	1%	8%	0.4%	-1.6%	-8%	-3%	-1.0%	0.6	84	i	55	Dengue-2 NS5 capping pilot replicate=-0.3
C(#Cc1ccccc1)CN1CCCCC1	11%	-7%	0.8%	-0.5%	0%	0%	1.4%	0.6	44	i	37
Cn1nc(-c2ccc3c(c2)OCCO3)c2ccccc2c1=O	6%	7%	-0.3%	-1.6%	12%	-2%	2.4%	1.2	38	i	61
CCCS(=O)(=O)N1CCC(C(=O)NCCCN2CCCC2=O)CC1	17%	10%	0.2%	0.1%	-6%	-1%	0.8%	0.7	47	i	22
CC(=O)OCc1cc(-c2nc3ccccc3[nH]c2=O)nn1-c1ccc(Cl)cc1	12%	0%	0.1%	-0.7%	2%	-5%	2.5%	1.1	67	i	48
CC(C)CC1COC(=O)N1 (stereo not given)	9%	2%	1.4%	0.8%	1%	2%	1.3%	-2.1	100	i	37
CCOc1ccc(NC(=O)CS(=O)CC(=O)Nc2cccnc2)cc1 (stereo not given)	5%	4%	0.4%	-0.7%	2%	-11%	0.1%	-2.4	53	i	17
COc1ccccc1CNC(=O)C(NS(=O)(=O)c1ccc2c(c1)oc(=O)n2C)C(C)C (stereo not given)	-1%	-7%	-0.6%	0.0%	6%	-4%	1.4%	-0.9	65	i	50
CC(C)Cn1c(-c2cccc(S(=O)(=O)N3CCOCC3)c2)n[nH]c1=S	.	5%	1.0%[50 µM]	.	.	-5%	.	1.7	53	i	32
CSc1nc2cc3c(cc2n1C(=O)c1ccc(C)cc1)OCCO3	21%	-1%	-1.0%	1.0%	-7%	-11%	0.1%	-0.2	92	i	52
CCN(CCn1cccn1)C(=O)C1CCC(=O)N(CCc2cccc(F)c2)C1 (stereo not given)	1%	2%	1.5%	0.1%	3%	-9%	0.2%	1.5	57	i	5
